FUS suppressor: qHTS for Suppressors of FUS Proteinopathy: Primary screen using FUS-linked yeast assay; S. cerevisiae FUS-expressing, growth rescue, OD600, 24 h; Potency, µM (highest dose often 76.6 µM), for inactives: at the top dose growth rescue (activation), actives largely listed as activators; 390,000 tested, 0.24% active; AID 1347120, 2019;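 also: potency is read from the fitted curve at half-maximal effect; plate controls were DMSO vehicle for no effect and reference control for full effect; nearly all actives have a fitted effect of over 55% in size; some results filed as inactive show a strong effect at the top dose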
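Absorbance at 600 nm, taken 24hr after compound addition, measured rescue of FUS-yeast growth at 30C. Induction used 2% galactose with seeding at OD 0.005. Controls: CP55940 from 92uM final, DMSO only.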
DRD3 agonist: qHTS of D3 Dopamine Receptor Agonist: qHTS | D(3) dopamine receptor (Homo sapiens), P35462 | 410,000 tested, 0.58% active | max activation, % | D3R DiscoveRx beta-arrestin cells, luminescence, 90 min; in the data active = max activation above about 30%; also: 0% is about no effect; mostly tested at two doses, the higher about 12 µM
Target sequence (P35462 whole entry, looked up): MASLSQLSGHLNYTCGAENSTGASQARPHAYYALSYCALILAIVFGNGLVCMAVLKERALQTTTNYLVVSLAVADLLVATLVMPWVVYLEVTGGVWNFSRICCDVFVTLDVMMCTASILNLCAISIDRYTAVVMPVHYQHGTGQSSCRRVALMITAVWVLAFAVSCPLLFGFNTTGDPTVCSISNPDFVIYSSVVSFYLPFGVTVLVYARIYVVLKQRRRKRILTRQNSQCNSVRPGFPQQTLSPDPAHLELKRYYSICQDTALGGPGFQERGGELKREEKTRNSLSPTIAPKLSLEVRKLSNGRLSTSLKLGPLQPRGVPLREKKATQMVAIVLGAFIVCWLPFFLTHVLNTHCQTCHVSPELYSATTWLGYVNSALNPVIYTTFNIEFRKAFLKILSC
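Cells at 1500/well, incubated overnight, then treated with pinned compounds (dopamine as control) for 90 min at 37 degrees C. DiscoveRx reagent added for 30 - 60 minutes at room temperature; luminescence read.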
Abeta rescue: qHTS for compounds that reverse cellular toxicity of Amyloid beta (A-beta) peptide in yeast: Primary Screen; yeast expressing A-beta42, growth rescue, OD600, 48 h; response scale: 0% DMSO, 100% iron-clioquinol control; Potency, µM (series often up to 46.1 µM), for the others: at the top dose growth rescue, actives largely listed as activators; 410,000 tested, 0.063% active; AID 1347071, 2019; also: potency is read from the fitted curve at half-maximal effect; nearly all actives have a fitted effect of over 55% in size
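Yeast growth medium received pinned compounds, then yeast cells expressing toxic A-beta were added; plates incubated at 30 C for 48 hr. Growth read as absorbance at 600 nm, normalized to DMSO and equimolar FeCl3 plus clioquinol controls.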
TDP-43 yeast inh: qHTS of TDP-43 Inhibitors. Potency, µM (titrated, usually from 46.1 µM), inactives show at the top dose growth rescue (activation), hits mostly activators. TDP-43 expressing yeast growth rescue, BacTiter-Glo, 24 h. 410,000 tested, 1.8% active; also: potency is read from the fitted curve at half-maximal effect; % of control where 0% means no effect; nearly all actives have a fitted effect of over 50% in size
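Yeast expressing TDP-43 (pregrown in raffinose, seeded at OD600=0.02 in galactose medium) exposed to compounds 24 hr at 30 deg C. Growth read by BacTiter-Glo luminescence; rescue of toxicity appears as increased signal.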
EPAC2 ag: qHTS for Agonist of cAMP-regulated guanine nucleotide exchange factor 4 (EPAC2): primary screen; EPAC2 activation, biochemical qHTS; response scale: 100% = 6.5 mM cAMP response; Potency, µM (doses to about 154 µM), for inactives: at the highest dose activation, hits mostly activators; 360,000 tested, 0.079% active; AID 720711, 2013; also: potency is read from the fitted curve at half-maximal effect; nearly all actives have a fitted effect of over 50% in size
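In this primary screen, activation is scored as increased exchange of BODIPY-GDP from Rap1B by 100 nM EPAC2, with 50 uM GDP as competitor. Signal is normalized to the 6.5 mM cAMP agonist control.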
aSyn yeast inh: qHTS of alpha-syn Inhibitors. Yeast expressing alpha-synuclein, growth rescue, BacTiter-Glo, 24 h. Potency, µM (highest dose often 46.1 µM), for the others: at the top dose growth rescue (activation), actives largely listed as activators. 370,000 tested, 0.14% active. AID 652106, 2013; also: potency is read from the fitted curve at half-maximal effect; % of control where 0% means no effect; nearly all actives have a fitted effect of over 65% in size
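Readout is rescue of growth in alpha-synuclein-expressing yeast, so inhibitors of toxicity appear as activators. Growth after 24 hr at 30 deg C in galactose medium is quantified by luminescence.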
DRD3 antagonist: qHTS of D3 Dopamine Receptor Antagonist: qHTS. 360,000 tested, 2.5% active. D(3) dopamine receptor (Homo sapiens), P35462. D3R cells, DiscoveRx beta-arrestin luminescence, antagonist mode; active compounds read low. max response, negative = inhibition, %; in the data active = max response below about -50%; inconclusive = no clear call, values can overlap the other calls; also: % is scaled to controls: 0 for no effect and ±100 for the full control effect; mostly tested at two doses, the higher about 12 µM
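Cells expressing the human receptor were seeded at 1500 cells/well, incubated overnight at 37 degrees C in 5% CO2, then exposed to library compounds with dopamine controls for 90 minutes at 37 degrees C before luminescent detection.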
EPAC2 antag: qHTS for Antagonist of cAMP-regulated guanine nucleotide exchange factor 2 (EPAC2): primary screen. EPAC2 GEF exchange of Rap1B-BODIPY-GDP, fluorescence. Potency, µM (doses to about 114 µM), for the others: at the highest dose activity, negative = inhibition, usual class: inhibitors. 360,000 tested, 0.18% active; also: potency is read from the fitted curve at half-maximal effect; % is scaled to controls: 0 for no effect and ±100 for the full control effect; nearly all actives have a fitted effect of over 45% in size; many of its hits are not listed in these tables
Numbers without * were called inactive; ? = inconclusive; · = not tested or not shown; [ ] = remark or other dose. Unless noted, calls follow the shape of the dose curve; as a rule, active = well fitted curve in the direction sought with a large enough effect; inconclusive = small, poorly fitted or top-dose-only effect, or another doubt; inactive = no such curve, though single readings can be large; an effect the other way counts as inactive or inconclusive. Some of the compounds tested, so the mix of outcomes need not match the whole.

canonical_smiles	FUS suppressor	DRD3 agonist	Abeta rescue	TDP-43 yeast inh	EPAC2 ag	aSyn yeast inh	DRD3 antagonist	EPAC2 antag
COc1ccc(-c2nc(C#N)c(N3CCC(C(N)=O)CC3)o2)cc1OC	-15%	-7	-1%	-15%	14%	·	-20	3%
Cc1ccc(/C=C(\C#N)C(=O)Nc2ccc(Br)cc2)o1	-29%	-1	-3%	29%	·	·	·	·
CCOC(=O)CCc1c(C)nc(SCCN2CCCC2)c(C#N)c1C	16%	-8	10%	4%	-17%	1%	-56*	8%
O=C(CN1C(=O)S/C(=C\c2ccccc2F)C1=O)NCCCn1ccnc1	-10%	4	6%	-5%	1%	-11%	5	7%
O=C(c1cn(-c2ccccc2)nc1-c1ccc(F)cc1)N1CCOCC1	16%	2	17%	0%	0%	-1%	15	0%
Cc1ccc(-c2cc(C(=O)N/N=C/c3cccnc3)c3ccccc3n2)cc1C	?	3	-18%	22µM*	-3%	-11%	33	-11%
Cc1ccc(CC2(C)C(=O)Nc3ccc(OC(F)(F)F)cc32)cc1 (stereo unspecified)	?	9	?	?	-7%	?	0	?
CC(=O)OCCN1CCN(C(=O)CN2C(=O)NC(c3ccccc3)(c3ccccc3)C2=O)CC1	?	-9	-9%	-17%	7%	-1%	-29	0%
CCOc1ccccc1N(CC)C(=O)Cn1ncc2c(=O)oc3ccccc3c21	3%	2	9%	19%	0%	12%	2	-10%
CC1CCCN(C(=O)Cn2c(-c3nonc3N)nc3ccccc32)C1 (stereo unspecified)	14%	8	11%	11%	-6%	-7%	21	-2%
CCCCNc1nc(NCc2ccccc2)nc2ccccc12	0%	-4	-9%	16%	12%	0%	-10	-10%
Nn1c(Cc2ccccc2F)nnc1SCCOc1ccc(Cl)cc1	9%	0	3%	13%	14%	11%	16	-20%

canonical_smiles	FUS suppressor	DRD3 agonist	Abeta rescue	TDP-43 yeast inh	EPAC2 ag	aSyn yeast inh	DRD3 antagonist	EPAC2 antag
O=C(CSC1CS(=O)(=O)c2cc([N+](=O)[O-])ccc21)NNC(=O)c1ccc(Cl)cc1 (stereo unspecified)	7%	-4	-8%	-17%[1.82 µM]	1%	-6%	-1	4%
COC(=O)c1ccccc1NC(=O)c1cc(-c2cccs2)on1	10%	0	25%	-8%	1%	3%	21	-6%
O=C(N1CCOCC1)N1CCN(S(=O)(=O)c2ccc(Cl)cc2)C1	10%	6	0%	-12%	8%	-2%	-19	-2%
Cn1c(NC(=O)c2cccc(Cn3cc(Cl)cn3)c2)nc2ccccc21	3%	-8	-2%	-8%	2%	-16%	-11	1%
COc1ccccc1CNS(=O)(=O)CCNCCc1ccccc1	-21%	-34	-6%	-20%	3%	0%	-74*	-11%
O=C(CSc1ncn[nH]1)Nc1cc(S(=O)(=O)N2CCCC2)ccc1Cl	4%	1	4%	-1%[9.22 µM]	-2%	2%	1	14%
CC1CC(C)CN(C(=O)C(C)N(C)CC(=O)Nc2ccc(Cl)cc2)C1 (stereo unspecified)	-49%	-6	12%	21%	-5%	0%	1	-7%
Cc1cc(C)c2nc(SCC(=O)NCCN3C(=O)CSC3=O)cc(C)c2c1	·	8	-1%	12%	-12%	2%	6	-7%
CCOC(=O)c1cc(-c2csc(-c3ccc(C(C)(C)C)cc3)n2)on1	-6%	32*	1%	-8%	-8%	0%	6	-8%
COc1ccc(/C=N/NC(=O)c2c(C)nc3ccccn23)cc1[N+](=O)[O-]	-6%	-4	10%	-6%	13%	-4%	?	-3%
COc1cccc(N=C2SC(C(=O)Nc3ccc(F)cc3)CC(=O)N2C)c1 (stereo unspecified)	6%	7	-9%	26%	10%	21%	-23	-20%
O=C(CCn1c(=O)c2cccn2c2ccc(F)cc21)NCc1cccc(F)c1	-4%	-18	9%	-8%	-8%	-5%	-23	9%

canonical_smiles	FUS suppressor	DRD3 agonist	Abeta rescue	TDP-43 yeast inh	EPAC2 ag	aSyn yeast inh	DRD3 antagonist	EPAC2 antag
CCC(=O)N1CCN(c2nc(C)nc3sc(C)c(C)c23)CC1	-15%	-3	17%	-2%	9%	18%	1	6%
CC(=O)C[C@H]1c2ccccc2S(=O)(=O)N1C1CCCC1	-21%	-27	1%	14%	7%	-3%	-168*	4%
C=CCn1c(COc2cccc3cccnc23)nnc1SCC(=O)OC	5%	3	13%	14%	-2%	-7%	-7	5%
O=C(CN1CCN(c2ccc([N+](=O)[O-])cc2)CC1)Nc1nccs1	15%	7	7%	6%	8%	-6%	24	-6%
Cn1c(=S)c2[nH]c(SCCC(C)(C)C)nc2n(C)c1=O	·	3	-14%	-11%	8%	-8%	28	-9%
CC1CC(=O)N(CC(=O)NCc2ccc3c(c2)OCO3)c2ccccc2S1 (stereo unspecified)	·	3	-2%	0%	11%	-5%	-19	0%
O=C(NNS(=O)(=O)c1ccc(F)cc1)c1cc2ccccc2cc1O	50%	19	-4%	0%	12%	13%	21	3%
O=C(NCc1csc2ccc(Cl)cc12)Nc1cccc2ccccc12	21%	14	-13%	-27%	5%	1%	2	14%
CCCCCn1c(CN2CCN(Cc3ccccc3)CC2)nc2c1c(=O)[nH]c(=O)n2C	-5%	-17	10%	-27%	3%	-15%	-11	9%
Cc1ccc(Oc2nc3ccccn3c(=O)c2/C=C(\C#N)C(=O)Nc2c(C)n(C)n(-c3ccccc3)c2=O)c(C)c1	·	-1	3%	0%	0%	4%	15	6%
CCOc1ccccc1NC(=O)Cn1c(=O)n(-c2ccccc2)c(=O)c2oc3ccccc3c21	·	3	13%	-2%	8%	11%	15	4%
COc1ccc(S(=O)(=O)N2CCN(CC(=O)c3c(N)n(C)c(=O)n(C)c3=O)CC2)cc1OC	-1%	-4	-2%	14%	3%	-2%	-4	-12%

Single records, as listed above. Screens in order: FUS suppressor	DRD3 agonist	Abeta rescue	TDP-43 yeast inh	EPAC2 ag	aSyn yeast inh	DRD3 antagonist	EPAC2 antag
CCCCCn1c(CN2CCN(Cc3ccccc3)CC2)nc2c1c(=O)[nH]c(=O)n2C in the list: -5%	-17	10%	-27%	3%	-15%	-11	9%
O=C(NCc1csc2ccc(Cl)cc12)Nc1cccc2ccccc12 in the list: 21%	14	-13%	-27%	5%	1%	2	14%
O=C(CN1CCN(c2ccc([N+](=O)[O-])cc2)CC1)Nc1nccs1 in the list: 15%	7	7%	6%	8%	-6%	24	-6%

(cont.)
canonical_smiles	FUS suppressor	DRD3 agonist	Abeta rescue	TDP-43 yeast inh	EPAC2 ag	aSyn yeast inh	DRD3 antagonist	EPAC2 antag
CCNC1(C#N)CCN(Cc2ccccc2)CC1	-18%	0	18%	?	2%	-1%	-3	-1%
Cc1ccc(C(=O)N/C(=C/c2ccc(Cl)cc2)C(=O)N2CCOCC2)cc1	24%	4	0%	11%	5%	5%	-2	0%
O=C(CC1NC(=O)NC1=O)NC1(C(=O)NC2CCCCC2)CCCCC1 (stereo unspecified)	8%	-2	0%	-4%	-3%	10%	4	-3%
Cc1coc2cc3oc(=O)c(Cc4ccccc4)c(C)c3cc12	·	3	-6%	-8%	7%	3%	8	-1%
O=C(c1cn(-c2ccccc2)nc1-c1cccs1)N1CCN(c2ccc(F)cc2)CC1	27%	3	8%	?	12%	15%	12	-6%
CC(C)CCn1c2ccccc2c2cc(CC(N)=O)ccc21	29%	-6	7%	-5%	2%	13%	-23	-1%
COC(=O)[C@]12CCCCC=C1N(CCc1ccc(OC)c(OC)c1)C(=O)[C@H](CC(=O)N1CCCCC1)C2	18%	-3	10%	0%	0%	-1%	32	-6%
O=C(NCc1ccco1)c1ccc(COc2ccccc2Cl)cc1	22%	1	18%	?	18%	-5%	-24	-3%
O=C(C1CCN(Cc2ccc(F)cc2)CC1)N1CCN(C/C=C/c2ccccc2)CC1	18%	-15	-17%	-29%	-2%	-3%	-77*	1%
O=C(Nc1nc(-c2cccs2)c(C(=O)C(F)(F)F)s1)c1ccco1	-14%	-6	-20%	14µM*	6%	6%	11	-15%
Oc1ccccc1-c1cc(-c2ccc(F)cc2)n[nH]1	-9%	2	-1%	3.5µM*	8%	-17%	3	-18%
CCN(CC)S(=O)(=O)c1ccc(C(=O)NCc2ccc3c(c2)OCO3)cc1	23%	4	-7%	20%	17%	0%	-6	-13%

canonical_smiles	FUS suppressor	DRD3 agonist	Abeta rescue	TDP-43 yeast inh	EPAC2 ag	aSyn yeast inh	DRD3 antagonist	EPAC2 antag
N#CCCN(CC(=O)O)S(=O)(=O)c1ccccc1	3%	-8	-17%	-19%	3%	1%	-15	3%
COCCNc1ncnc2c1c(-c1ccccc1)cn2-c1ccc(C)c(Cl)c1	32%	8	0%	13µM*	·	·	·	·
CSCC[C@H](NC(=O)c1ccc(Br)o1)c1nnc2ccccn12	13%	2	11%	9%	1%	6%	16	0%
Cc1ccc2cc(C3CC(c4ccco4)=NN3S(C)(=O)=O)c(Cl)nc2c1 (stereo unspecified)	27%	7	3%	-4%	4%	5%	2	-18%
C[C@H](CO)N1C[C@H](C)[C@H](CN(C)C(=O)CCC(F)(F)F)OCc2cnnn2CCCC1=O	-8%	-2	7%	23%	0%	2%	-7	-1%
C=CCNC(=O)c1onc(CSc2ccc(Cl)cc2)c1C(=O)NCC=C	32%	-7	5%	?	?	15%	-2	-12%
O=C1OCCC1Sc1nc2ccccc2c(=O)n1-c1ccc(F)cc1 (stereo unspecified)	15%	-1	-13%	15%	10%	5%	-14	-2%
Cc1sc2nc[nH]c(=S)c2c1-c1ccccc1	0%	-1	?	4%	-10%	-9%	-28	-3%
O=C1CN(c2nc(-c3cccs3)nc3sc4c(c23)CCCC4)CCN1	35µM*	7	2%	20%	4%	20%	18	?
CCc1ccc(CNC(=O)c2ccc(OC)c(OC3CCN(C(C)C)CC3)c2)nc1	16%	2	-12%	0%	5%	0%	-1	2%
Cc1cccc(CN2C(=O)c3ccccc3Sc3ccc(C(=O)NCCc4ccccc4)cc32)c1	25%	-7	4%	29%	·	·	·	·
Cc1nc2nc(CC(=O)O)[nH]n2c(=O)c1[N+](=O)[O-]	-11%	2	11%	13%	-2%	0%	-4	8%
COc1ccc(S(=O)(=O)NCCNC(=O)N2CCOCC2)cc1	13%	2	1%	-11%	9%	-3%	-12	7%
N#CCSc1nnc2sc3ccccc3n12	-18%	2	-20%	17%	6%	-14%	4	25%

From PubChem BioAssay
